# Screening data as filed in PubChem.
# aSyn yeast rescue: qHTS of alpha-syn Inhibitors: NCGC Sytravon Library Screen; AID 1347070, 2019; 0.02% of 94,000 active; Potency, µM (top dose mostly 46.1 µM), for the others: at the highest dose growth rescue (activation), actives largely listed as activators; S. cerevisiae alpha-synuclein toxicity rescue, BacTiter-Glo growth, 24 h; active means well fitted activation curve with a large enough effect; inconclusive means small, poorly fitted or top-dose-only effect; further: 0% is about no effect
#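 Growth restoration measured by BacTiter-Glo luminescence after 24 hr at 30 deg C; alpha-synuclein yeast, raffinose-pregrown to mid-log, were added at OD600=0.02 in galactose medium onto pinned compounds.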
# Numbers without * were called inactive; ? = inconclusive; & = joins results of further samples; [ ] = dose if it differs, or a comment. Potency means the concentration at half of the fitted maximal effect.
Compound,aSyn yeast rescue
CC1(C)CC(=O)C=C(N2CCOCC2)C1,8%
COc1ccccc1NC(=O)Cn1cc(S(=O)(=O)Cc2ccccc2)c2ccccc21,1%
CC(=O)Nc1ccc(NC(=O)c2ccnn2C)cc1,-7%
CCC(C)NC(=O)Cc1ccc(NC(=O)N2CCCCc3ccccc32)cc1 (configuration not stated),1%
O=C(NCc1nnnn1-c1ccc(Cl)cc1)c1ccc2c(c1)OCO2,0%
COc1ccc(NC(=O)CCNS(=O)(=O)c2cccc3nsnc23)c(OC)c1,2%
Cc1cccn2c(=O)c(C=O)c(Nc3ccccc3)nc12,5%
CCc1ccc2nc(N(Cc3cccnc3)C(C)=O)sc2c1,-8%
Cc1ccc(C(=O)Nc2ncccc2O)o1,-2%
Cc1cc(C)c(S(=O)(=O)NCC(c2ccco2)N2CCN(c3ccccc3)CC2)c(C)c1 (configuration not stated),?
Cc1cc(N)c(C)c([N+](=O)[O-])c1C,-3%
Cc1ccc(-c2cc(C(=O)O)n[nH]2)s1,-8%
CN1C(C(=O)Nc2ccc(F)cc2F)=CC(c2cccs2)=NS1(=O)=O,8%&-3%
COc1ccc(C)cc1NC(=O)CSc1nc(=O)n(Cc2ccco2)c2c1CCC2,1%
Cc1ccc(C)c2c1CCC(=Cc1ccccc1[N+](=O)[O-])C2=O,4%
COc1ccccc1Cn1c(CNS(=O)(=O)c2ccc(Cl)s2)nc2cccnc21,8%
CCC(=O)C1=C(c2cccc([N+](=O)[O-])c2)N(C(=O)CC)n2c(nnc2C2CCCCC2)S1,3%
CC(C)CN(C(=O)COC(=O)CSc1ccc([N+](=O)[O-])cc1)C1CCS(=O)(=O)C1 (configuration not stated),-2%
CC(=O)c1ccc(OCC(=O)Nc2ccc3c(c2)CCC3)cc1,-1%
COc1ccc(OC)c(CCNC(=O)C(=O)Nc2ccc3nc4n(c(=O)c3c2)CCCCC4)c1,0%
CCc1nn(C(C)C(=O)N2CCN(c3cccc(C(F)(F)F)c3)CC2)c(=O)c2cc3occc3n12 (configuration not stated),2%
CCOc1ccc(S(=O)(=O)Nc2cccc(C)c2)c2cccnc12,-13%
Cn1nc(NC(=O)C(F)(F)F)c2nccnc21,-13%
COCCCNC(=O)Cn1c(=O)nc(-c2ccccc2)c2ccccc21,-4%
COc1ccc(N2CCN(C(=O)c3c4c(nc5ccccc35)C(=O)N(C3CCCCC3)C4)CC2)cc1,-8%

# 16 successive entries from above, quoted:
Compound,aSyn yeast rescue
Cc1cccn2c(=O)c(C=O)c(Nc3ccccc3)nc12,5%
CCc1ccc2nc(N(Cc3cccnc3)C(C)=O)sc2c1,-8%
Cc1ccc(C(=O)Nc2ncccc2O)o1,-2%
Cc1cc(C)c(S(=O)(=O)NCC(c2ccco2)N2CCN(c3ccccc3)CC2)c(C)c1 (configuration not stated),?
Cc1cc(N)c(C)c([N+](=O)[O-])c1C,-3%
Cc1ccc(-c2cc(C(=O)O)n[nH]2)s1,-8%
CN1C(C(=O)Nc2ccc(F)cc2F)=CC(c2cccs2)=NS1(=O)=O,8%&-3%
COc1ccc(C)cc1NC(=O)CSc1nc(=O)n(Cc2ccco2)c2c1CCC2,1%
Cc1ccc(C)c2c1CCC(=Cc1ccccc1[N+](=O)[O-])C2=O,4%
COc1ccccc1Cn1c(CNS(=O)(=O)c2ccc(Cl)s2)nc2cccnc21,8%
CCC(=O)C1=C(c2cccc([N+](=O)[O-])c2)N(C(=O)CC)n2c(nnc2C2CCCCC2)S1,3%
CC(C)CN(C(=O)COC(=O)CSc1ccc([N+](=O)[O-])cc1)C1CCS(=O)(=O)C1 (configuration not stated),-2%
CC(=O)c1ccc(OCC(=O)Nc2ccc3c(c2)CCC3)cc1,-1%
COc1ccc(OC)c(CCNC(=O)C(=O)Nc2ccc3nc4n(c(=O)c3c2)CCCCC4)c1,0%
CCc1nn(C(C)C(=O)N2CCN(c3cccc(C(F)(F)F)c3)CC2)c(=O)c2cc3occc3n12 (configuration not stated),2%
CCOc1ccc(S(=O)(=O)Nc2cccc(C)c2)c2cccnc12,-13%

# Next section.
Compound,aSyn yeast rescue
Cc1ccccc1C(c1c(C)n(C)n(-c2ccccc2)c1=O)c1c(C)n(C)n(-c2ccccc2)c1=O,-6%
CCSc1nnc(NC(=O)CSc2nnc(-c3c[nH]c4ccccc34)n2C)s1,-2%
c1ccc(-c2csc(NC3CCCCC3)n2)cc1,-6%
Cc1cccc(NC(=O)c2ccc3c(=O)n(CC4CCCO4)c(=S)[nH]c3c2)c1 (configuration not stated),-7%
C=CCOc1ccc(/C=C2\SC(=S)N(NS(=O)(=O)c3ccc(C)cc3)C2=O)cc1,1%
COc1ccc(NC(=O)c2oc3ccccc3c2NC(=O)Cc2ccc(F)cc2)c(OC)c1,1%
O=C(NCc1cccnc1)c1nn(-c2ccc(Cl)cc2)nc1CO,-7%
O=C(COC(=O)c1ccccn1)Nc1nc(-c2cccc([N+](=O)[O-])c2)cs1,-4%
COc1ccc(S(=O)(=O)NCCS(=O)(=O)N2CCN(c3ccccc3F)CC2)cc1,3%
Cc1ccc(NC(=O)OCc2ccccc2S(C)=O)cc1 (configuration not stated),2%
CC1(C2(O)CCCCC2)NCCc2ccccc21 (configuration not stated),-48%[inhibitor]
COc1cccc(NC(=O)CSc2nnc(-c3ccoc3C)n2C)c1,4%
NC(=S)Nc1cccc(-c2n[nH]c(=S)o2)c1,-9%
Cc1cc(C)c(Cn2c3ccccc3c3cnn(CC(=O)NCCCc4ccccc4)c(=O)c32)c(C)c1,-3%
Cc1ccc(Nc2c(-c3ccsc3)nc3c(C)cccn23)cc1,-9%
CC1(C)C([N+](=O)[O-])C(c2ccccc2O)NC(c2ccccc2O)C1[N+](=O)[O-] (configuration not stated),10%
Cc1ccc([C@H]2C[C@H](n3cc(-c4ccc(F)cc4)nn3)[C@@H](O)CN2CC2CCCCC2)cc1,-3%
COc1ccccc1OCC(=O)Nc1c(C(=O)c2ccc(C)cc2)oc2ccccc12,-8%
Cc1cccc(NC(=O)CSc2nnc(-c3cccs3)o2)c1,-5%
C[C@@H]1CN([C@H](C)CO)C(=O)CCCn2nncc2CO[C@@H]1CN(C)C(=O)Nc1ccc(N2CCCCC2)cc1,8%
CCn1c(SCC(=O)N(C)c2c(N)n(Cc3ccccc3)c(=O)[nH]c2=O)nc2ccccc21,1%
CCC(C)NC(=O)c1ccc2c(=O)n3c(nc2c1)CCCCC3 (configuration not stated),-10%
COc1ccc(NC(=O)C2=CC(c3ccco3)=NS(=O)(=O)N2C)cc1OC,2%
COc1ccc(C(=O)Nc2nnc(SCc3cc(=O)c4cc(C)ccc4[nH]3)s2)cc1OC,-4%
COc1ccc(N2CCN(S(=O)(=O)CCNC(=O)C(c3ccccc3)c3ccccc3)CC2)cc1,-6%
O=C(N/N=C/c1cccc([N+](=O)[O-])c1)c1nc2ccccc2c(=O)[nH]1,9%
COc1ccc(CNc2ncnc3sccc23)cc1OC,9%
Cn1ncc2c(NCc3ccc(F)cc3)ncnc21,6%
COc1ccccc1CCNC(=O)C1CCN(c2nnc(-n3cccc3CNc3ccc(C)cc3)s2)CC1,1%
CC1CC(C)CN(C(=O)Nc2ccccc2F)C1 (configuration not stated),3%
O=C(COC(=O)C1CCC1)Nc1cccc(S(=O)(=O)N2CCOCC2)c1,5%
COc1ccc(-c2cc(C(F)(F)F)nc(SCCC(=O)Nc3c(C)cccc3C)n2)cc1,21%
COc1ccc(S(=O)(=O)NCCSc2nnnn2-c2ccccc2)cc1OC,-10%
Cc1ccc(NC(=O)CCNC(=O)N2CC(=O)Nc3ccccc32)cc1Cl,6%
CC1=C(c2ccc(C)cc2)S(=O)(=O)N(Cc2ccc(C(=O)NCc3ccccc3)cc2)C1=O,5%
O=C(C1CC(=O)N(C2CCCC2)C1)N1CCN(c2cccc(C(F)(F)F)c2)CC1 (configuration not stated),-7%
CCOC(=O)c1c(NC(=O)c2ccc(OC)c(OC)c2)sc2c1CCCCC2,9%
COCCN(CCOC)Cc1c(O)ccc2c1O/C(=C\c1ccc(C)o1)C2=O,-9%
Cc1c(C(=O)OC2CCCCC2)[nH]c2c1C(=O)CC(c1ccccc1)C2 (configuration not stated),-10%
CCN(CC)C(=O)Cc1ccccc1,-11%
Cc1ccc(NC(=O)COc2coc(CN3CCc4ccccc43)cc2=O)cc1Cl,-6%
CCOC(=O)c1c(NC(=O)CN2C(=O)NC3(CCC(C)CC3)C2=O)sc(C(=O)N(C)C)c1C (configuration not stated),-10%
CSc1ncc(Cl)c(C(=O)N(Cc2ccc(C)cc2)C2CCS(=O)(=O)C2)n1 (configuration not stated),9%
Cc1ccc(C(=O)N2CCC(C(=O)NCc3ccco3)CC2)cc1,5%
CC1NC(=O)c2cc3ccccc3cc2-n2c1nc1ccc(F)cc1c2=O (configuration not stated),2%
COc1ccc(CC(=O)NCc2n[nH]c(=S)n2-c2ccccc2OC)cc1,2%
CCC(=O)Nc1sc(Cc2ccccc2)c(C)c1C(N)=O,-49%[inhibitor]
Cc1ccc(NC(=O)Cn2c(=O)c3cc(Cl)ccc3n3nncc23)cc1,-1%
C[C@@H]1CN([C@@H](C)CO)C(=O)CCCn2cc(nn2)CO[C@H]1CN(C)S(=O)(=O)c1cccs1,12%
CC(NC(=O)c1ccccc1)C(=O)OCC(=O)c1ccc(Br)cc1 (configuration not stated),5%

# Further compounds:
Compound,aSyn yeast rescue
COC(=O)c1c(NC(=O)CC2SC(N)=NC2=O)sc2c1CCC(C)C2 (configuration not stated),0%
CC(C)(C)NC(=O)N1CCC(C(=O)O)CC1,-11%
Cc1ccc(NC(=O)c2cnc(SCC(=O)N3CCCc4ccccc43)n(C)c2=O)cc1,7%
Cc1ccccc1Cn1c2ccccc2c2cnn(CC(=O)NCCc3ccccc3)c(=O)c21,-6%
O=C(CSCc1cc(=O)c2cc(F)ccc2[nH]1)Nc1ccccc1Cl,-3%
Cc1ccc(-n2ncc(C(=O)Nc3ccc4c(c3)OCO4)c2C2CCN(C(=O)OC(C)(C)C)CC2)c(C)c1,-4%
COc1ccc(NC(=S)N/N=C/c2ccc(F)cc2)cc1OC,1%
CCN(CC)CCNC(=O)c1cc(S(=O)(=O)N2CCc3ccccc32)cn1C,-1%
Cc1ccc2c(c1)c1c(c(=O)n(-c3cccc(Cl)c3)c(=O)n1C)n2C,1%
CS(=O)(=O)N1CCN(c2ccc(NC(=O)COc3ccccc3)cc2)CC1,3%
CC(=O)c1ccc(NC(=O)c2cc(S(=O)(=O)N3CCCCCC3)cn2C)cc1,5%
COc1cccc(CNC(=O)C2CCC(CNS(=O)(=O)c3ccc4c(c3)CCCC(=O)N4)CC2)c1 (configuration not stated),-3%
COc1ccc(CCCc2nnc(SCC(=O)Nc3ccc(C)cc3)o2)cc1,-1%
COc1c(N2CCN(C(=S)Nc3ccccc3F)C(C)C2)c(F)cc2c(=O)c(C(=O)O)cn(C3CC3)c12 (configuration not stated),10%
Nc1c(C(=O)c2ccc(F)cc2)sc(Nc2ccccc2F)c1S(=O)(=O)c1ccc(Br)cc1,-9%
COc1cc2c(cc1OC)CN(C(=O)c1ccc([N+](=O)[O-])o1)CC2,-8%
CCOC(=O)/C(C)=N/Nc1nc(-c2ccc(NC(C)=O)cc2)cs1,4%
COc1ccc(N2CCN(c3oc(-c4ccc(COc5cccc(C)c5)o4)nc3C#N)CC2)cc1,-2%
CC1(C)CC(=O)C=C(c2ccc(CO)cc2)C1=O,3%
O=C(Nc1ccc2c(c1)CCC2)c1cc(=O)[nH]c2ccccc12,4%
Cc1ccc2nc(NC(=O)CS(=O)(=O)Cc3ccccc3)sc2c1,-2%
COC(=O)c1nnn(CC(=O)NC(=O)Nc2c(C)cccc2C)c1C(=O)OC,-3%
CC(C)c1nnc(NC(=O)CCS(=O)(=O)c2ccccc2)s1,0%
CCOC(=O)c1ccc(NC2=CC(c3ccc(OCC)cc3)N(c3ccc(C(=O)OCC)cc3)C2=O)cc1 (configuration not stated),1%
Cc1ccc(-c2csc(/C(C#N)=C/c3ccccc3Cl)n2)cc1,1%
Cc1cc(C)n(-c2ccnc3cc(Cl)ccc23)n1,18%
Cn1c(=O)[nH]c(=O)c2c1nc(N1CCN(c3ccccc3)CC1)n2CCSc1ncccn1,-4%
Cc1cccc(CN2C(=O)c3ccccc3Sc3ccc(C(=O)NCCCN4CCOCC4)cc32)c1,-3%
CCOCCn1c(=NC(=O)c2ccc3c(c2)OCCO3)sc2cc(OCC)ccc21,-5%
COc1ccc(Br)cc1CNC(=O)Cn1nc(C)n2c(cc3cc(F)ccc32)c1=O,5%
CCc1ccc(NC(=O)Cn2c(=O)n(CC3CCCO3)c(=O)c3cc(OC)c(OC)cc32)cc1 (configuration not stated),-2%
C=Cc1ccc(Cn2c(C)c(CNCc3ccc(SC)cc3)c(C(=O)O)c2C)cc1,10%
CC(CO)NS(=O)(=O)c1cc(Cl)ccc1F (configuration not stated),-11%
NC(=O)C1Cc2ccccc2CN1S(=O)(=O)c1ccc(Cl)s1 (configuration not stated),7%
CC(C)c1ccc(NC(=O)c2ccc(F)c(S(=O)(=O)N3CCCC3)c2)cc1,-6%
COc1ccc(NC(=O)/C=C\C(=O)N(c2ccc(C(C)C)cc2)C(C(=O)NCc2ccco2)c2ccc(F)cc2)cc1 (configuration not stated),4%

# Some of the compounds tested; count on the stated rates, not on these rows.
